A549 viability = A549 cytotoxicity, counter-screen for Nrf2 inhibitors; A549 ARE-Fluc cells, CellTiter-Fluor viability, 18-24 h; Potency, µM (titrated, usually from 46 µM), inactives show at the highest dose activity change, negative = cytotoxicity, actives largely listed as inhibitors; 0.16% of 390,000 active; AID 504648; also: potency is read from the fitted curve at half-maximal effect; % is scaled to controls: 0 for no effect and ±100 for the full control effect
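A549 ARE-Fluc cells in 5% FBS OPTI-MEM, 5000 cells/well, rested 2 h then exposed to compounds in concentration-response for 18-24 h at 37 °C. Viability by CellTiter-Fluor fluorescence (Ex 405/Em 525) after 30 min; luciferase luminescence (BugLite, 15 min, RT) read afterwards.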
pAkt inh = inhibitors of Akt phosphorylation | AID 651550 | 0.32% of 360,000 active | Neuro2A IGF-stimulated pAkt S473 HTRF, 20 min; stronger effect = lower value | activity change, % for hits at 50 µM; in the data active = activity change below about -80%; inconclusive = mostly about -51% to -80%; also: % is scaled to controls: 0 for no effect and ±100 for the full control effect
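Neuro2A cells in DMEM with 0.5% FBS, overnight at 37 deg C, given compound at single 50 µM final, then IGF (6 nM final) for 20 min at 37 deg C. Lysed; phospho-Akt Ser473 by HTRF after 24 h, 665/615 ratio.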
HepG2 viability = kills HepG2 cells in TGF-b inhibitor counter-screen; Potency, µM (series often up to 46.1 µM), inactives show top-dose activity change, negative = cytotoxicity, most hits filed as cytotoxic; 0.76% of 410,000 active; HepG2 CAGA-GFP viability, ATP luminescence, 18 h; also: potency is read from the fitted curve at half-maximal effect; some results filed as inactive show a strong effect at the top dose
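CellTiter-Glo luminescence gave cytotoxicity after 18 hours at 37 degrees C. The cells were HepG2 CAGA-GFP in 1% FBS DMEM, stimulated with 500 pg/mL TGF-beta after compound addition. %Activity was normalised to no-cell wells (complete cell-killing) and DMSO (no toxicity), and curves were fitted and classified.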
CCT chaperon mod = changes cytosolic chaperonin activity. activity change, % (no concentration beside the values), hits read low. purified chaperonin ATPase assay, HTRF ADP detection, 30 min. 0.3% of 360,000 active. AID 651819; in the data active = activity change below about -30%; also: % is scaled to controls: 0 for no effect and ±100 for the full control effect
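TRiC (40 or 20 nM final, by batch activity) in 30 mM Tris pH 7.4, 100 mM KCl, 5 mM MgCl2, 1 mM DTT was treated with compound at 76 uM single dose, then 10 uM ATP, 30 min at 37 °C. ADP was read by HTRF Transcreener.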
Nrf2 ARE act = activators of Nrf2 (ARE) signaling; AREc32 ARE-luciferase reporter (MCF7-derived line), luminescence, 24 h; Potency, µM (top dose mostly 46.1 µM), inactives show top-dose activation, actives largely listed as activators; 0.31% of 410,000 active; also: potency is read from the fitted curve at half-maximal effect; % of control where 0% means no effect; nearly all actives have a fitted effect of over 65% in size
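ARE-driven firefly luciferase activity in AREc32 cells measured after a 24 hr compound exposure at 37 deg C, using Steady-Glo reagent and a 30 min room-temperature hold.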
Nrf2 inh = blocks Nrf2 signaling | A549 ARE-Fluc reporter, luciferase luminescence, 18-24 h | Potency, µM (highest dose often 46 µM), for inactives: at the highest dose activity change, negative = inhibition, most hits filed as inhibitors | 2.1% of 360,000 active; also: potency is read from the fitted curve at half-maximal effect; % is scaled to controls: 0 for no effect and ±100 for the full control effect; nearly all actives have a fitted effect of over 60% in size
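Nrf2 function is reported as luminescence of an ARE-controlled luciferase in A549 cells. Compounds were tested at several concentrations, and a CellTiter-Fluor read on the same wells flagged cytotoxicity.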
TGFb inhibitor = TGF-b pathway inhibition | 1.2% of 410,000 active | Potency, µM (highest dose often 46.1 µM), inactives show top-dose activity, negative = inhibition, most hits filed as inhibitors | AID 588855 | HepG2 CAGA-GFP TGF-b/SMAD3 reporter, GFP fluorescence, 18 h; TGF-beta stimulated, 500 pg/mL final; also: potency is read from the fitted curve at half-maximal effect; % is scaled to controls: 0 for no effect and ±100 for the full control effect; nearly all actives have a fitted effect of over 65% in size
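Read-out: total well GFP (ex488/em500-530) summed from mean per-cell fluorescence. Cells: HEPG2 CAGA-GFP, 1% FBS DMEM, 18 h at 37 degrees C with 500 pg/mL final TGF-beta. Unstimulated wells served as the full-inhibition control; stimulated DMSO wells = 0%.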
MmCpn inh = blocks the Methanococcus maripaludis chaperonin Mm-Cpn; Potency, µM (highest dose often 76.9 µM), for inactives: at the highest dose activity, negative = inhibition, actives largely listed as inhibitors; purified Mm-Cpn ATPase, ADP Transcreener TR-FRET; 0.031% of 330,000 active; also: potency is read from the fitted curve at half-maximal effect; % is scaled to controls: 0 for no effect and ±100 for the full control effect; nearly all actives have a fitted effect of over 80% in size
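25 nM Mm-CPN + cpd, 10 min 37°C; + 10 uM ATP, 30 min 37°C; buffer 30 mM Tris pH 7.4, 100 mM KCl, 5 mM MgCl2, 1 mM DTT; Transcreener ADP HTRF detection 30 min RT.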
S2 tox = reduces viability in counter-screen for ATXN expression inhibitors; AID 651635; Potency, µM (highest dose often 56.7 µM), actives largely listed as cytotoxic; 0.49% of 400,000 active; S2 cells (HEK-293 line with an ATXN2-luciferase reporter) viability, CellTiter-Fluor protease fluorescence, 24 h; also: potency is read from the fitted curve at half-maximal effect; nearly all actives have a fitted effect of over 40% in size
* marks the source's active call; other numbers are inactive results; i = inactive; ? = inconclusive; nt = not tested or not shown; [ ] = remark or other dose. Unless noted, calls follow the shape of the dose curve; as a rule, active = well fitted curve in the direction sought with a large enough effect; inconclusive = small, poorly fitted or top-dose-only effect, or another doubt; inactive = no such curve, though single readings can be large; an effect the other way counts as inactive or inconclusive.

(1) O=C(Cn1c2[n+](c3ccc(C(F)(F)F)cc31)CCCCC2)Nc1ccccc1
(2) CCCCOP(=O)(c1ccc(N(C)C)cc1)C(O)c1c(Cl)cccc1Cl (stereo not drawn)
(3) CC(C)n1c(/N=C/c2c[nH]c3ccccc23)nc2ccccc21
(4) COc1ccc(NC2=NCC(=O)N2c2ccccc2)c(OC)c1
(5) O=C(COc1ccc2ccc(=O)oc2c1)N1CCc2ccccc21
(6) Cc1ccc(NC(=O)CSc2nncs2)cc1Cl
(7) O=C(c1ccco1)N1N=C(c2cccs2)CC1c1cc([N+](=O)[O-])ccc1O (stereo not drawn)
(8) Cc1cc(NC(=O)CSc2nnc(-c3ccc([N+](=O)[O-])cc3)o2)no1
(9) COC(=O)c1ccccc1NC(=O)Cn1c(=O)n(CCCC(=O)NCc2ccccc2Cl)c(=O)c2ccccc21
(10) CC(=O)c1ccc(S(=O)(=O)Nc2cccc(S(=O)(=O)NC3=NCCC3)c2)cc1
compound no.,1,2,3,4,5,6,7,8,9,10
A549 viability,6%,0%,10%,-2%,-3%,-5%,-2%,4%,-5%,-4%
pAkt inh,i,i,i,i,i,i,i,i,nt,i
HepG2 viability,-39%,-25%,-82%,-40%,-5%,-29%,-4%,-3%,4%,5%
CCT chaperon mod,-3.1,-2.9,1.0,-5.0,2.3,1.1,-0.4,-3.7,nt,-3.4
Nrf2 ARE act,0.5%,0.0%,-0.4%,0.0%,?,4.5%,5.4%,0.0%,3.3%,0.3%
Nrf2 inh,1%,1%,11%,22%,?,5%,3%,2%,28%,12%
TGFb inhibitor,-1%,-11%,?,0%,7%,-1%,?,-12%,0%,0%
MmCpn inh,0%,0%,-6%,0%,1%,3%,3%,0%,nt,-1%
S2 tox,i,i,?,i,i,i,i,i,i,i

Whole records as entered above. Values in the order: A549 viability | pAkt inh | HepG2 viability | CCT chaperon mod | Nrf2 ARE act | Nrf2 inh | TGFb inhibitor | MmCpn inh | S2 tox
Record of CC(=O)c1ccc(S(=O)(=O)Nc2cccc(S(=O)(=O)NC3=NCCC3)c2)cc1 : -4% | i | 5% | -3.4 | 0.3% | 12% | 0% | -1% | i
Record of CCCCOP(=O)(c1ccc(N(C)C)cc1)C(O)c1c(Cl)cccc1Cl (stereo not drawn) : 0% | i | -25% | -2.9 | 0.0% | 1% | -11% | 0% | i
Record of Cc1ccc(NC(=O)CSc2nncs2)cc1Cl : -5% | i | -29% | 1.1 | 4.5% | 5% | -1% | 3% | i
Record of O=C(Cn1c2[n+](c3ccc(C(F)(F)F)cc31)CCCCC2)Nc1ccccc1 : 6% | i | -39% | -3.1 | 0.5% | 1% | -1% | 0% | i
Record of O=C(COc1ccc2ccc(=O)oc2c1)N1CCc2ccccc21 : -3% | i | -5% | 2.3 | ? | ? | 7% | 1% | i

Continued:
(11) CCN(CC(=O)Nc1c(F)cccc1F)C(=O)CCNS(=O)(=O)c1ccc(C)c(C)c1
(12) Clc1ccc(-c2nnn3c2nc(NC2CCCCC2)c2ccccc23)cc1
(13) CC(C)CN(C(=O)COC(=O)c1cccc2ccccc12)c1c(N)n(Cc2ccccc2)c(=O)[nH]c1=O
(14) COc1ccccc1CN=Cc1[nH]c2ccc(Br)c(Cl)c2c1O
(15) CCc1ccccc1N(CC(=O)NCc1ccc(OC)cc1)C(=O)CCC(=O)Nc1ccccn1
(16) Cn1c(=O)c(=O)n(C)c2cc(C(=O)NCc3ccccc3Cl)ccc21
(17) O=C(Nc1ccccc1)OCCN1CCN(Cc2ccccc2)CCC1=O
(18) O=C(C[C@@H]1C/C=C\C[C@@H](Cc2ccc(F)cc2)C(=O)OC[C@H]2CCCN2C1=O)NCCO
(19) Cc1cc(NC(=O)c2cc(C3CC3)on2)no1
(20) COC1=CCC2([N+](=O)[O-])CN(CCO)CC1([N+](=O)[O-])C2 (stereo not drawn)
compound no.,11,12,13,14,15,16,17,18,19,20
A549 viability,-3%,2%,-8%,0%,1%,0%,-1%,0%,0%,7%
pAkt inh,i,nt,i,i,i,nt,i,i,i,i
HepG2 viability,-1%,-5%,1%,-12%,-4%,-5%,-20%,0%,0%,22%
CCT chaperon mod,-0.4,nt,1.7,0.8,-2.3,nt,-3.4,-0.7,0.2,-0.6
Nrf2 ARE act,0.1%,4.4%,4.3%,7.3%,-0.9%,2.7%,-0.6%,0.6%,2.1%,0.3%
Nrf2 inh,-7%,6%,8%,-11%,1%,-26%,5%,7%,8%,-12%
TGFb inhibitor,2%,-2%,-8%,-22%,-19%,nt,-1%,10%,-13%,0%
MmCpn inh,?,nt,-1%,-5%,1%,nt,0%,3%,1%,2%
S2 tox,i,i,?,i,i,nt,i,i,i,i

(21) Cc1cccc(OCc2nnc(SCC(=O)N(C)C3CCCCC3)o2)c1
(22) O=C(O)/C=C/C(=O)N1CCN(c2ccccc2F)CC1
(23) CC(=O)O[C@]1(C(C)=O)CC[C@H]2[C@@H]3C=C(C)C4=CC(=O)CC[C@@H]4[C@H]3CC[C@@]21C
(24) OCCC1CN(Cc2ccc3cccc(F)c3n2)CCN1Cc1ccccc1 (stereo not drawn)
(25) CSCC[C@H](NC(=O)N1CCn2c1nc1ccccc12)C(=O)NCc1ccccc1
(26) O=C(CN(Cc1ccccc1)C(=O)c1cc2c(s1)CCC2)NCc1cccs1
(27) COc1ccc(OCCOCCN2CCN(C)CC2)cc1
(28) O=C(N/N=C/c1ccc2c(c1)OCO2)c1ccc(COc2cccc3cccnc23)cc1
(29) COc1ccc(NC(=O)CSc2nc(N)c(NC(=O)c3cccs3)c(=O)[nH]2)cc1
(30) O=C(NCCc1ccccc1)c1ccc2c(c1)OCO2
compound no.,21,22,23,24,25,26,27,28,29,30
A549 viability,0%,0%,1%,1%,-7%,?,0%,-1%,6%,2%
pAkt inh,i,i,i,i,i,i,i,i,i,i
HepG2 viability,-5%,-20%,-23%,1%,-1%,-2%,6%,-32%,2%,-16%
CCT chaperon mod,0.0,-3.1,0.6,-0.3,0.2,-2.4,-3.2,1.9,-0.2,0.7
Nrf2 ARE act,0.0%,-0.2%,-0.1%,-0.6%,2.6%,0.3%,-0.5%,5.9%,-0.2%,-2.9%
Nrf2 inh,-19%,-9%,?,11%,17%,?,0%,-8%,4%,?
TGFb inhibitor,-11%,-11%,12%,17%,0%,0%,0%,-20%,-1%,-9%
MmCpn inh,-4%,1%,0%,0%,0%,0%,-3%,0%,0%,-3%
S2 tox,i,i,i,?,i,i,i,i,i,i

(31) COc1ccc(C2(C)NC(=O)N(CC(=O)Nc3c(C)n(C)n(-c4ccccc4)c3=O)C2=O)cc1 (stereo not drawn)
(32) COc1ccc(NC(=O)CCCN2C(=O)COc3ccc(C)cc32)cc1OC
(33) O=S(=O)(NCCN1CCOCC1)c1ccc(Oc2ccccc2Cl)cc1
(34) CC(=O)c1ccc(NC(=O)c2nn(C)c3c2CS(=O)(=O)c2ccccc2-3)cc1
(35) Nc1c(C(=O)Nc2ccc(Br)cc2)sc2nc(-c3ccco3)ccc12
(36) O=C(NN=C1CCN(Cc2ccccc2)CC1)c1cc2ccccc2cc1O
(37) COc1cccc(NC(=O)C2(C)CCN2Cc2ccc(SC)cc2)c1 (stereo not drawn)
(38) Cc1cc(C)cc(NC(=S)N2CCN(S(C)(=O)=O)CC2)c1
(39) O=C(Cn1c(=O)oc2ccccc21)NCCc1ccccc1Cl
(40) COc1ccc(Nc2oc(/C=C/c3cccc(OC)c3)nc2C#N)cc1
compound no.,31,32,33,34,35,36,37,38,39,40
A549 viability,1%,0%,0%,-1%,?,10%,nt,2%,1%,3%
pAkt inh,i,nt,i,nt,i,i,i,i,i,nt
HepG2 viability,-8%,-35%,-22%,-3%,-72%,-5%,-10%,-38%,-9%,-22%
CCT chaperon mod,0.4,nt,-1.5,nt,0.9,-2.7,-1.0,-5.3,-1.1,nt
Nrf2 ARE act,-0.3%,5.1%,2.6%,-0.5%,?,0.3%[9.22 µM],3.5%,-0.2%,-0.2%,4.6%
Nrf2 inh,-8%,7%,?,2%,13µM*,2%,nt,9%,-6%,?
TGFb inhibitor,-6%,nt,-10%,0%,?,0%,12%,24%,-2%,-36%
MmCpn inh,2%,nt,-3%,nt,-18%,-2%,nt,0%,-3%,nt
S2 tox,i,nt,i,i,nt,i,i,i,i,i

(41) COc1ccc(CNS(=O)(=O)CCNC(=O)c2ccc(OC)cc2)cc1
(42) N=c1ccn(Cc2ccc([N+](=O)[O-])cc2)cc1
(43) CC12CCC(C(=NO)C1=NO)C2(C)C (stereo not drawn)
(44) O=C(NCc1cccc(Br)c1)c1cccn1-c1nnc(N2CCCCC2)s1
compound no.,41,42,43,44
A549 viability,2%,1%,1%,-4%
pAkt inh,i,i,i,nt
HepG2 viability,0%,1%,-1%,-25%
CCT chaperon mod,1.8,-2.1,-2.1,nt
Nrf2 ARE act,0.2%,-0.8%,4.4%,5.1%
Nrf2 inh,-2%,?,2%,-27%
TGFb inhibitor,5%,3%,18%,?
MmCpn inh,-1%,2%,nt,nt
S2 tox,?,i,i,?
